Screening results deposited in PubChem by several laboratories.
CAL PDZ FP-1 – human CAL PDZ-peptide interaction inhibition. Q9HD26. purified CAL PDZ, TMR-peptide fluorescence polarization, 1 h. inhibition, % at 20 µM. 330,000 tested, 0.02% active. AID 504414;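 active = highest replicate inhibition of at least 40%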;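 note: plate controls were DMSO neutral control wells for no effect and unlabeled competitor peptide control wells for full effect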
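System: purified tagged CAL PDZ domain construct (CerCALP). Schedule: 1 h incubation at room temperature before polarization reading. Medium: 25 mM sodium phosphate pH 7.4, 150 mM NaCl, TCEP, IgG, Thesit. Read-out: percent inhibition from loss of millipolarization. Measured by: FP readout, S and P plane fluorescence. Probe or stimulus: fluorescent TMR peptide probe.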
Cardiac RTF inh – cardiac RTF calcium desensitization; IANBD-labeled cardiac RTF, Ca2+ fluorescence; inhibition, % at 7.15 µM; 340,000 tested, 0.12% active; AID 493244;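 active = inhibition above the mean inhibition of all tested compounds plus 3 SD, cut at about 17% in these data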;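 note: assay run at fixed EC70 calcium of 1.6 mM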
Keap1-Nrf2 PPI – disrupts human Keap1 binding to Nrf2 peptide | Q14145 | Keap1 Kelch-Nrf2 peptide fluorescence polarization, 1536-well | inhibition, % at 9.4 µM | 340,000 tested, 0.15% active | AID 504523; in the data active = inhibition above about 12%;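 note: human Keap1 Kelch domain with fluorescein labeled Nrf2 9mer peptide probe; 0% = neutral control wells and 100% = peptide positive control; higher means more block of Keap1 binding to Nrf2 peptide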
Target sequence (Q14145 whole entry, looked up, the tested form may be a part): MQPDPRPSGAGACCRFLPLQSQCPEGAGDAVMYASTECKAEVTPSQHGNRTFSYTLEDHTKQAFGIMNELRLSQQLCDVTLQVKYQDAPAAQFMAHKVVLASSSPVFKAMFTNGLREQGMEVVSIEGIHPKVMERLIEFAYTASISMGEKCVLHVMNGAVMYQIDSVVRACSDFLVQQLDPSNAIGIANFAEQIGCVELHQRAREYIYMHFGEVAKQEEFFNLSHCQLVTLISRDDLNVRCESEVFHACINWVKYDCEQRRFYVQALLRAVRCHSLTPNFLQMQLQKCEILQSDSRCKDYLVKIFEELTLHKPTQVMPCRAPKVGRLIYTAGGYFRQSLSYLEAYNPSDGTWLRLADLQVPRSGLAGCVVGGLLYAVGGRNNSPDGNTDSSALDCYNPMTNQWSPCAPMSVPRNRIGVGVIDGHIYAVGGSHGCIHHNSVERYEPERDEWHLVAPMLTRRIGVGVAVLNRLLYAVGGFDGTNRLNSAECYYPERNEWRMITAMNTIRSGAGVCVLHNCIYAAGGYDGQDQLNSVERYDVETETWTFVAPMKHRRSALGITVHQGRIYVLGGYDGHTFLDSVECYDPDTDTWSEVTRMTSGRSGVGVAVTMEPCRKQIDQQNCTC
C-LANA FP – blocks KSHV LANA C-terminal domain binding to DNA | 340,000 tested, 0.078% active | MBP-C-LANA/FAM-LBS DNA binding, fluorescence polarization | inhibition, % at 9 µM;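 active = highest replicate inhibition at or above 60% at 9 µM, even if other replicates fall short; inactive = all replicates below 60% inhibition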;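 note: 0% = neutral control wells and 100% = 4 µM acridine orange control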
NSD2 HMT inh – blocks human histone methyltransferase NSD2; 310,000 tested, 0.54% active; AID 743445; O96028; inhibition, % at 12.5 µM; NSD2 peptide methylation, AlphaScreen, 120 min; in the data active = inhibition above about 50%
CAL PDZ FP-2 – blocks peptide binding to the human CAL PDZ domain | 300,000 tested, 0.92% active | purified CAL PDZ, TMR-peptide fluorescence polarization, 1 h | inhibition, % at 24.9 µM | AID 602252;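 active = mean inhibition of at least 30% with at least half of replicates also reaching 30%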;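 note: 0% = DMSO neutral control and 100% = excess unlabeled competitor peptide PRC23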
DAGLB inhibitor – diacylglycerol lipase beta (human) inhibition | Q8NCG7 | HEK293T DAGLB membrane lysate, EnzChek fluorogenic substrate | inhibition, % at 5.17 µM | 340,000 tested, 0.059% active | AID 504411; in the data active = inhibition above about 34%;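 note: 0% = enzyme with vehicle and 100% = wells lacking enzyme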
V-ATPase pHluor – yeast V-ATPase proton transport regulation by pHLuorin; response, % at 10 µM; S. cerevisiae, pHLuorin cytosolic pH fluorescence; 350,000 tested, 0.37% active; AID 504577; in the data active = response mostly above about 7.3%, no sharp cut-off; inactive = mostly below about 5.4%; note: actives read high; inactives centre near 0; some compounds called inactive have numbers as strong as hits; reference of the scale not given here
DSG3 Ab inh – inhibitors of pemphigus antibody binding to human desmoglein-3; P32926; AID 588358; 310,000 tested, 0.48% active; binding (percent of control), % at 10 µM; DSG3-coupled beads, scFv-anti-DSG3-GFP binding, flow cytometry; hits give low values;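 active = binding more than 3 SD below its plate's average and above zero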;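 note: hits lower antibody fragment binding to DSG3; some compounds called inactive have numbers as strong as hits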
Arrestin-AP2 inh – human beta-arrestin and AP2 interaction inhibition; FITC-arrestin peptide / GST-AP2 beads, flow cytometry; AP2 beta2 appendage carries R879A mutation; inhibition, % at 10 µM; 340,000 tested, 0.31% active;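 active = inhibition above a set limit, near 3 SD of compounds lacking own fluorescence, cut at about 54% in these data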;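 note: plate controls were DMSO wells for no effect and 5 µM unlabelled arrestin peptide for full effect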
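System: GST-AP2 R879A glutathione beads; medium: PBS, Tween 20 0.05%, BSA 0.1%; reagent: fluorescein-tagged arrestin peptide at 50 nM final; schedule: pre-incubation 12 min, peptide binding 1 h, room temperature; detection: flow cytometry, FL1 (488/535 nm); read-out: inhibition as reduced fluorescein signal on beads, percent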
Starred values were filed as active, the others as inactive; nt = not tested or not shown; & = joins results of further samples.

SMILES | CAL PDZ FP-1 | Cardiac RTF inh | Keap1-Nrf2 PPI | C-LANA FP | NSD2 HMT inh | CAL PDZ FP-2 | DAGLB inhibitor | V-ATPase pHluor | DSG3 Ab inh | Arrestin-AP2 inh
CC(C)C[C@H](NC(=O)NCc1ccccc1Cl)C(=O)O | -0.9 | -6 | 3 | -0.3 | -3 | nt | 1 | 0 | 100 | -1
COc1ccc(-c2occ(C(=O)O)c2C(=O)O)cc1 | 0.2 | -6 | 0 | 0.6 | -1 | 0 | -3 | 6 | 99 | 14
COc1ccc(-c2nc(-n3c(C)c(C(C)=O)c(C(C)=O)c3C)sc2C)cc1OC | -1.2 | -3 | 0 | -0.4 | 1 | -3 | -2 | 1 | nt | -4
NCCCCC(=O)O | 0.0 | -17 | 1 | -0.3 | nt | -2 | 1 | -1 | 107 | -6
COc1cccc(C(=O)NC2(C(F)(F)F)N=C3SCCN3C2=O)c1 (configuration not stated) | -2.6 | -4 | -8 | -2.9 | 37 | 5 | 1 | -1 | 99 | -1
CC1CCc2sc(NC(=O)c3ccc(N4C(=O)CCC4=O)cc3)c(C(N)=O)c2C1 (configuration not stated) | -0.3 | 4 | 3 | -0.6 | 0 | -1 | 5 | 1 | 100 | -16
O=C(Nc1sc2c(c1C(=O)O)CCCCC2)c1ccco1 | -1.2 | -4 | 1 | 0.6 | 1 | -3 | 7 | 0 | 96 | 7
COc1ccccc1C(=O)NC(=O)COC(=O)c1ccc(C)o1 | -1.0 | -5 | -3 | 0.9 | 0 | -2 | -2 | 4 | 115 | -16
CCOC(=O)C1=C(C)N(c2ccc(C)cc2)C(=O)/C1=C\c1ccc(O)c(OC)c1 | -1.6 | -9 | -3 | 1.8 | nt | nt | 0 | -2 | 97 | 5
COc1cccc(OC)c1OCCCN1CCOCC1 | -0.3 | 1 | 1 | -0.1 | 2 | -1 | 0 | 0 | 108 | -51
COc1cccc(OC)c1/C(O)=C(\C#N)c1nc2ccccc2[nH]1 | -0.5 | -7 | -6 | -1.2 | 3 | 2 | -1 | 3 | 109 | 6
CCN(Cc1ccccc1)C1CCN(Cc2ccccc2)CC1 | -2.1 | -7 | -7 | -0.8 | nt | -5 | -1 | -4 | 122 | 0
O=C(NN=Cc1ccccc1)NN=Cc1ccccc1 | -2.1 | 0 | -2 | 0.1 | -2 | -1 | -4 | 2 | 103 | 28
O=C(CC(=O)NC1CCCCC1)N/N=C/c1ccc(Cl)cc1 | nt | 8 | 0 | 0.9 | -2 | -6 | -3 | -2 | 105 | 17
Cc1cc(SCC(=O)c2ccc3c(c2)OCO3)nc2ccccc12 | -1.5 | -9 | 0 | 0.1 | -5 | nt | -22 | -4 | 105 | -1
CC(CCc1ccccc1)NC(=O)COc1cc(F)ccc1[N+](=O)[O-] (configuration not stated) | -2.8 | -7 | -2 | -1.1 | 5 | -2 | -2 | 1 | 120 | -2
COc1ccc(OCC(=O)Nc2ccc(C)cc2)cc1 | -1.3 | -5 | -3 | 1.5 | -2 | -1 | -9 | 5 | 104 | -3
O=C(NCc1ccco1)C(Cc1ccccc1)NS(=O)(=O)c1cccc2nsnc12 (configuration not stated) | -1.0 | 10 | -1 | 0.7 | 1 | -2 | -1 | -5 | 102 | 12
CCCc1ccc(OCc2ccc(C(=O)N3CCSCC3)o2)cc1 | -2.9 | 3 | -4 | -0.7 | 2 | -1 | -6 | 2 | 94 | 26
Cc1cc(Oc2ccc(=O)n(C)n2)nc(SCCOc2ccccc2)n1 | -1.6 | 3 | -3 | -1.3 | -2 | 0 | -2 | 1 | nt | 23
COc1cc(OC)c(NC(=O)c2ccco2)cc1Cl | nt | 1 | 3 | -0.7 | 1 | 7 | 2 | -3 | 103 | 5
Cc1ccc(CN2CCSCC2)cc1 | nt | -2 | 1 | -0.6 | -3 | -7 | -1 | 3 | 98 | 23
O=C(CCNC(=O)N1CC(=O)Nc2ccccc21)NCc1ccccc1 | nt | nt | nt | nt | -2 | nt | 0 | 1 | 95 | nt
O=C(Nc1ccc2nc(-c3ccco3)c(-c3ccco3)nc2c1)N1CCN(c2ccccn2)CC1 | -1.9 | -5 | -3 | 2.1 | 1 | -6 | 6 | 2 | 108 | 32
O=C(COC(=O)c1ccc2ncsc2c1)Nc1ccccc1Cl | -0.5 | -1 | -2 | 3.6 | 14 | -4 | -9 | 0 | 103 | -9

Following part.
SMILES | CAL PDZ FP-1 | Cardiac RTF inh | Keap1-Nrf2 PPI | C-LANA FP | NSD2 HMT inh | CAL PDZ FP-2 | DAGLB inhibitor | V-ATPase pHluor | DSG3 Ab inh | Arrestin-AP2 inh
NS(=O)(=O)c1cccc(NC(=O)COC(=O)c2ccccc2SCC(=O)N2CCCC2)c1 | -1.3 | 4 | -2 | -2.2 | 0 | -1 | 2 | -9 | 132 | 9
COCCCNC(=O)COc1ccc2oc3c(c2c1)CCCC3 | -3.0 | -5 | -5 | 0.0 | 2 | 2 | 1 | -1 | 98 | 0
CCCn1c(=O)c(C(=O)NCc2cccnc2)c(O)c2ccccc21 | -2.1 | -8 | 0 | 1.1 | 0 | -2 | 1 | 2 | 95 | 6
Cc1cc(C)c(NC(=O)COC(=O)C2CCCCC2)c(C)c1 | -0.8 | 2 | 4 | 0.2 | 0 | -3 | -3 | -1 | 107 | -6
O=C(CSc1nncs1)Nc1cc(-c2ccccc2)nn1-c1ccccc1 | -0.5 | -2 | -8 | -2.4 | -1 | -1 | -1 | 3 | 105 | -1
COc1ccc(NC(=O)CCCCC(=O)Nc2ccc(OC)cc2OC)c(OC)c1 | -1.7 | 7 | 0 | 2.0 | nt | nt | 2 | -1 | 107 | 39
Cc1ccc(SCC(=O)NNC(=O)c2ccc(S(C)(=O)=O)cc2)cc1 | -2.1 | -14 | 3 | 0.5 | 1 | -1 | 1 | 1 | 104 | -10
CN1CCC(N(C)S(=O)(=O)c2ccc(NC(=O)COc3cccc(C(F)(F)F)c3)cc2)CC1 | -1.7 | 1 | 0 | -1.0 | 3 | -1 | 0 | 4 | 106 | -8
CCCn1c(SCC(=O)c2cc(OC)ccc2OC)nc2c1c(=O)n(C)c(=O)n2C | -0.3 | -8 | -6 | -1.3 | 5 | -1 | -2 | -2 | 104 | 8
C=CC[C@@H](CC(=O)N[C@H](CO)Cc1ccccc1)C(=O)N[C@H](COC(=O)[C@@H](CC=C)CC(=O)OC(C)(C)C)Cc1ccccc1 | -0.2 | -4 | 0 | -0.1 | nt | 1 | -6 | -2 | 106 | 0
COc1ccc(CCN(C)C(=O)C2CCCN(Cc3ccc(OC)c(OC)c3)C2)cc1OC (configuration not stated) | -1.1&-1.6 | -4&1 | -4&0 | -0.5&1.8 | 3 | -2&2 | 0&-1 | -4&3 | 104&96 | -17&-5
Cc1ccc(Cn2ncc3c(N4CCN(CCc5ccccc5)CC4)ncnc32)cc1 | nt | nt | nt | nt | -1 | nt | nt | 3 | 94 | 0
CCc1ccc2nc(NC(=O)CCCc3cccs3)sc2c1 | -0.9 | -9 | 0 | -1.8 | 1 | 7 | -8 | -3 | 98 | 26
Cc1ccc(NC(=O)Cn2ncc(Cl)c(Cl)c2=O)cc1S(=O)(=O)N1CCCCC1 | 0.2 | 5 | -8 | -1.4 | 1 | 14 | 4 | -3 | nt | -3
Cc1cccc(C(=O)NCCC(=O)NCc2ccccc2F)c1 | 0.6 | -2 | -2 | -0.2 | 1 | nt | -1 | -2 | 104 | -16
COC(=O)c1ccc2c(=O)[nH]c(COC(=O)c3[nH]c(C)c(C(C)=O)c3C)nc2c1 | -1.8 | 3 | 0 | -0.6 | -1 | 4 | 3 | -7 | 115 | 18
CCc1ccc2[nH]c3nc(N/N=C/c4cccc(O)c4)nnc3c2c1 | -0.3 | -1 | 1 | -0.3 | -2 | -6 | 9 | 0 | 123 | 3
COc1ccc2[nH]c3c(c2c1)CCN1C(=O)C(CC(=O)NCc2ccco2)C[C@H](C(=O)N2CCOCC2)[C@@]31C (some centres not stated) | -1.2 | -5 | -1 | 0.8 | nt | -1 | -2 | 0 | 107 | 35
Cc1ccc(CNC(=O)CCc2ccc(S(=O)(=O)NCC(C)C)cc2)cc1 | -0.9 | -3 | -2 | 0.2 | -1 | nt | -1 | -2 | 107 | 0
CC1=NN(c2ccccc2)C(=O)C1N=Nc1ccc(S(N)(=O)=O)cc1 (configuration not stated) | 0.9 | -5 | -1 | 0.5 | 2 | -2 | 18 | 1 | 96 | 18
Cc1cccc(C(=O)N=c2c(C#N)cc3c(=O)n4cccc(C)c4nc3n2Cc2ccco2)c1 | -5.3&-1.2 | -7&-9 | 2&-1 | 4.1&2.7 | nt | -3&-1 | 0&4 | -2&-2 | 80 | 34&18
CCOC(=O)C1CCCCN1Cc1ccc(C(F)(F)F)cc1 (configuration not stated) | 0.7 | 7 | 2 | 0.5 | 2 | 1 | 0 | 5 | 98 | 12
Cc1ccc2[nH]c(C(=O)O)c(NC(=O)[C@@H]3C[C@@H]3c3ccccc3)c2c1 | -1.7 | -2 | -8 | 0.3 | 0 | -3 | 4 | 0 | 98 | 12
Cc1ccnc2nc(C(=O)OCC(=O)N(Cc3ccccc3)C(C)(C)C)nn12 | 0.2 | -4 | -4 | 0.3 | 5 | -4 | -5 | 1 | nt | 32
O=C(Cn1ccc([N+](=O)[O-])n1)NCCc1c[nH]c2ccccc12 | -2.5 | -6 | -4 | 0.4 | -10 | -2 | -2 | 3 | 120 | -38

Part of the list above with just NSD2 HMT inh and CAL PDZ FP-1:
canonical_smiles	NSD2 HMT inh	CAL PDZ FP-1
COC(=O)c1ccc2c(=O)[nH]c(COC(=O)c3[nH]c(C)c(C(C)=O)c3C)nc2c1	-1	-1.8
COc1ccc(CCN(C)C(=O)C2CCCN(Cc3ccc(OC)c(OC)c3)C2)cc1OC (configuration not stated)	3	-1.1&-1.6

Three entries from above, sorted by their value in DAGLB inhibitor, descending:
smiles	CAL PDZ FP-1	Keap1-Nrf2 PPI	C-LANA FP	NSD2 HMT inh	CAL PDZ FP-2	DAGLB inhibitor	V-ATPase pHluor	DSG3 Ab inh	Arrestin-AP2 inh
CC1=NN(c2ccccc2)C(=O)C1N=Nc1ccc(S(N)(=O)=O)cc1 (configuration not stated)	0.9	-1	0.5	2	-2	18	1	96	18
CCOC(=O)C1CCCCN1Cc1ccc(C(F)(F)F)cc1 (configuration not stated)	0.7	2	0.5	2	1	0	5	98	12
CCCn1c(SCC(=O)c2cc(OC)ccc2OC)nc2c1c(=O)n(C)c(=O)n2C	-0.3	-6	-1.3	5	-1	-2	-2	104	8

The list is partial (hit frequency here may not be typical).
